Screens deposited in PubChem by Sanford-Burnham Center for Chemical Genomics.
A3A deaminase = inhibitors of human APOBEC3A DNA deaminase | P31941 | recombinant A3A, FAM/TAMRA ssDNA deamination fluorescence | inhibition, % at 20 µM | 0.41% of 330,000 active | AID 493011;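 active = at least 40% inhibition at 20 µM here, with at most 30% in a related deaminase screen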;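 note: plate controls were A3A with DMSO for no effect and wells lacking A3A enzyme for full effect; some results filed as inactive read as strong as hits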
Target sequence (P31941 whole entry, looked up): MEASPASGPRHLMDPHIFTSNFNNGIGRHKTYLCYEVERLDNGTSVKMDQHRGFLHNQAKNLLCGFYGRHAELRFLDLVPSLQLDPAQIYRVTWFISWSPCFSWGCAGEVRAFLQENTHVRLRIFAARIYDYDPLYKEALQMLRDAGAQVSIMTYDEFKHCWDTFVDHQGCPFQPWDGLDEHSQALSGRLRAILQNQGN
GRIN3A LBD mod = modulates the human NR3A ligand-binding domain | NR3A LBD differential scanning fluorimetry, Tm shift; 0% = protein alone, 100% = glycine-bound protein | Tm shift relative to glycine control, % at 25 µM | 2.5% of 340,000 active;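 active = melting temperature shift of at least 10% of the positive control shift, at one fixed dose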
EBI2 block = antagonists of human EBI2 receptor; inhibition, % at 5 µM; P32249; EBI2 beta-arrestin recruitment, luminescence, 7a,25-OHC stimulated; 0.81% of 360,000 active; AID 651636; in the data active = inhibition above about 38%;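 note: enzyme fragment complementation signal reports receptor beta-arrestin coupling in cells; 0% = agonist plus DMSO wells and 100% = wells without agonist; some results beyond the cut were filed as inactive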
Target sequence (P32249 whole entry, looked up, the tested form may be a part): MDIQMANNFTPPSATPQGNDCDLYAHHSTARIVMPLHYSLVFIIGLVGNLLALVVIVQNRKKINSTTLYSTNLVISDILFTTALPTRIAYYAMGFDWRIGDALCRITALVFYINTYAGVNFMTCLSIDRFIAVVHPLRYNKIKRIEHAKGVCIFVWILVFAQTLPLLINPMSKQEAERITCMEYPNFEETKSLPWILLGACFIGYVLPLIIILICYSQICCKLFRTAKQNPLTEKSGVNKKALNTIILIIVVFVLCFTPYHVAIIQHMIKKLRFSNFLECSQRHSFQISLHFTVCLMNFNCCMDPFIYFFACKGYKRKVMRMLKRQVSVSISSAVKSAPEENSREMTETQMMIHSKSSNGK
MPTP inh = inhibitors of mitochondrial permeability transition pore | isolated mouse mitochondria, Ca2+ swelling absorbance, 30 min | inhibition, % at 10 µM | 1.4% of 360,000 active;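 active = inhibition of 50% or more, scaled per plate between neutral and stimulator controls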;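 note: 0% = DMSO wells given calcium and 100% = 1 mM EGTA wells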
Gli-Sufu block = blocks Gli-Sufu signaling in a luciferase reporter; Sufu-KO-LIGHT fibroblasts, Gli luciferase reporter luminescence; AID 588413; inhibition, % at 5 µM; 0.74% of 340,000 active;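 active = inhibition above about 55%, limit read from the data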;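 note: 0% = DMSO-treated cells and 100% = wells with medium but no cells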
APOBEC3G inh = inhibitors of human APOBEC3G DNA deaminase. Q9HC16. recombinant A3G, ssDNA deamination FAM/TAMRA fluorescence. inhibition, % at 20 µM. 0.28% of 330,000 active. AID 493012;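 active = inhibition of at least 40% at 20 µM, with no more than 30% in the related APOBEC3A deaminase screen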;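 note: plate controls were DMSO wells with A3G for no effect and wells lacking A3G enzyme for full effect; some compounds called inactive have numbers as strong as hits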
Target sequence (Q9HC16 whole entry, looked up): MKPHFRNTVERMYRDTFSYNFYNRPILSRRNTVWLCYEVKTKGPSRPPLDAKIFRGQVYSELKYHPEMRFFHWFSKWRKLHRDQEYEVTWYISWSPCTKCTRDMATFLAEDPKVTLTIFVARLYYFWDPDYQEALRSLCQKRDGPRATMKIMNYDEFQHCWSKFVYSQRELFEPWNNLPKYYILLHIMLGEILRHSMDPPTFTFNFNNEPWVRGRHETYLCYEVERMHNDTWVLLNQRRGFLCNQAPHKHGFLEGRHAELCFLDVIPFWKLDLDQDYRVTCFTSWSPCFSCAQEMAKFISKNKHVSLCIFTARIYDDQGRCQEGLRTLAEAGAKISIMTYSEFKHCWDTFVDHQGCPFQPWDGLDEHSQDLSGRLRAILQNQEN
CXCR6 block = inhibitors of human CXCR6 receptor; O00574; CHO-K1 PathHunter CXCR6 beta-arrestin, luminescence; inhibition, % at 20 µM; 0.36% of 360,000 active; in the data active = inhibition above about 34%, passing the limit was not always enough;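 note: antagonist mode with CXCL16 agonist at 10 nM final; 0% = 10 nM CXCL16 with DMSO and 100% = unstimulated wells without agonist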
CCR6 antagonist = blocks CCL20-driven beta-arrestin recruitment at human CCR6; 0.49% of 340,000 active; P51684; inhibition, % at 20 µM; CHO-K1 CCR6 PathHunter beta-arrestin, luminescence, CCL20-stimulated;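 active = compounds whose inhibition of the agonist-driven luminescence signal at 20 µM reaches about 50%, limit read from the data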;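 note: cells stimulated with CCL20 at 14 nM final; plate controls were DMSO with CCL20 for no effect and DMSO without agonist for full effect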
An asterisk follows results filed as active; x = not tested or not shown.

Keys – A = A3A deaminase; B = GRIN3A LBD mod; C = EBI2 block; D = MPTP inh; E = Gli-Sufu block; F = APOBEC3G inh; G = CXCR6 block; H = CCR6 antagonist
> O=C(CC1C(=O)NCCN1Cc1ccoc1)NCCCn1ncc2ccccc21 (centres undefined)
  A: -1 | B: 1 | C: -2 | D: 0.0 | E: 6 | F: -3 | G: -7 | H: 9

> CCOc1cc(/C=C2\C(=O)N(CCc3ccc(OC)c(OC)c3)C(C)=C2C(=O)OC)ccc1O
  A: -5 | B: 0 | C: -2 | D: 1.7 | E: 3 | F: 12 | G: 14 | H: 18

> COc1ccc(N2CCN(c3cc(C)c4ccc(C)cc4n3)CC2)cc1
  A: -11 | B: 1 | C: 27 | D: 1.1 | E: 0 | F: -5 | G: -2 | H: -4

> O=C1NC(=S)N/C1=C\c1cccc([N+](=O)[O-])c1
  A: -2 | B: -1 | C: -4 | D: -1.3 | E: -3 | F: -7 | G: 0 | H: 1

> Cc1ccc(NC2Sc3ccccc3NC2=O)cc1Cl (centres undefined)
  A: 1 | B: 5 | C: 21 | D: 1.2 | E: -12 | F: -7 | G: -7 | H: -3

> CCN(C(=O)COC(=O)CSc1cc(C)c2ccccc2n1)c1ccccc1
  A: 4 | B: -2 | C: 9 | D: 0.2 | E: -5 | F: 0 | G: 13 | H: 11

> CC(C(=O)N(C)C1CCS(=O)(=O)C1)N1C(=O)/C(=C/c2ccc(F)cc2)SC1=S (centres undefined)
  A: 2 | B: -2 | C: -4 | D: 0.1 | E: 9 | F: 2 | G: -14 | H: 8

> CCC[C@@H](CN1CCC[C@H]1CN1C(N)=NC[C@H]1C(C)C)N1C[C@@H](Cc2ccccc2)N(CCCC2CCCC2)C1=N
  A: -5 | B: 1 | C: 1 | D: 1.9 | E: 6 | F: -6 | G: 35 | H: 4

> CC1=Nn2c(nc3sc4c(c3c2=O)CCCC4)SC1
  A: 4 | B: -3 | C: 2 | D: 3.8 | E: -34 | F: -1 | G: -10 | H: 4

> Cc1cccc(NC(=O)CCn2ccnc2C)c1
  A: -4 | B: -3 | C: 1 | D: -1.3 | E: 2 | F: -7 | G: 13 | H: 2

One compound at a time, from the list above.
CC1=Nn2c(nc3sc4c(c3c2=O)CCCC4)SC1 is listed with A3A deaminase: 4; GRIN3A LBD mod: -3; EBI2 block: 2; MPTP inh: 3.8; Gli-Sufu block: -34; APOBEC3G inh: -1; CXCR6 block: -10; CCR6 antagonist: 4
COc1ccc(N2CCN(c3cc(C)c4ccc(C)cc4n3)CC2)cc1 is listed with A3A deaminase: -11; GRIN3A LBD mod: 1; EBI2 block: 27; MPTP inh: 1.1; Gli-Sufu block: 0; APOBEC3G inh: -5; CXCR6 block: -2; CCR6 antagonist: -4

(listing goes on)
Keys – A = A3A deaminase; B = GRIN3A LBD mod; C = EBI2 block; D = MPTP inh; E = Gli-Sufu block; F = APOBEC3G inh; G = CXCR6 block; H = CCR6 antagonist
> CCn1c(CCNC(=O)c2ccc(OC)cc2)nnc1SCc1ccc(Cl)cc1Cl
  A: 1 | B: 10 | C: 4 | D: 0.4 | E: -7 | F: -6 | G: 4 | H: 3

> CCNc1nc(NC(C)C)nc(N(C)C#N)n1
  A: 0 | B: -1 | C: -7 | D: 0.9 | E: 2 | F: -5 | G: 8 | H: 6

> COC(=O)CCCCCCCCCCN1CCCCC1
  A: 3 | B: 0 | C: -4 | D: 0.3 | E: 6 | F: -5 | G: 1 | H: 14

> CC(=O)/C=C(\C)Nc1c(C)n(C)n(-c2ccccc2)c1=O
  A: 1 | B: -1 | C: 1 | D: -1.3 | E: -1 | F: -6 | G: 1 | H: 7

> Cc1cccc(/C=N\Nc2cn[nH]c(=O)c2Cl)c1
  A: 0 | B: 0 | C: 6 | D: -0.2 | E: 4 | F: -4 | G: 11 | H: 10

> O=S1(=O)CC(N2CCCCC2)C(N2CCCCC2)C1 (centres undefined)
  A: -1 | B: 1 | C: -2 | D: 0.1 | E: 8 | F: -1 | G: 4 | H: 27

> CC(C)OCCCN(C)C1CCN(S(=O)(=O)c2ccc(-c3cc(C(F)(F)F)no3)s2)CC1
  A: -1 | B: -1 | C: -9 | D: 30 | E: 43 | F: -4 | G: -10 | H: 22

> N=C1/C(=C/c2cccs2)C(=O)N=C2SN=C(SCc3ccccc3)N12
  A: 3 | B: 2 | C: -20 | D: 86* | E: -17 | F: 0 | G: 7 | H: 17

> CC(C)Oc1cccc(C(=O)C2CCCN(C(=O)c3cc(C4CC4)[nH]n3)C2)c1 (centres undefined)
  A: -6 | B: -3 | C: 7 | D: -0.2 | E: -5 | F: -7 | G: -17 | H: -10

> COc1cccc(NC(=O)N2CCN(c3nnnn3-c3ccccc3)CC2)c1
  A: -4 | B: -3 | C: 1 | D: 0.7 | E: 14 | F: -12 | G: -3 | H: 1

> CC(=O)c1cccc(NC(=O)NNC(=O)c2ccc3ccccc3c2)c1
  A: -6 | B: -2 | C: 5 | D: -1.4 | E: 10 | F: -8 | G: -13 | H: 5

> COc1ccc(Cl)cc1NC(=O)COC(=O)C1CCCCC1
  A: -6 | B: 1 | C: -12 | D: 0.7 | E: 3 | F: -6 | G: -5 | H: 10

> O=C(COC(=O)c1cc(=O)[nH]c2ccccc12)NC1CCCCC1
  A: 3 | B: 2 | C: -13 | D: -1.6 | E: 10 | F: 21 | G: -4 | H: -9

> N#C/C(=C\c1ccc(-c2ccc(Br)cc2)o1)C(=O)NCCc1c[nH]c2ccccc12
  A: 1 | B: 27* | C: 7 | D: 2.9 | E: -5 | F: -4 | G: 10 | H: 10

> CCN(CC)CCn1c2c(c(SCC(=O)Nc3nccs3)nc1=O)CCCC2
  A: -1 | B: 3 | C: -8 | D: 1.1 | E: 11 | F: -4 | G: -7 | H: 0

> Cc1ccc(CNC(=O)NC23CC4CC(CC(C4)C2)C3)cc1
  A: -4 | B: -2 | C: 2 | D: 1.9 | E: -2 | F: -4 | G: -1 | H: 14

> S=C(Nc1ccccc1)Nc1ccc(Cl)cc1Cl
  A: -2 | B: 3 | C: 7 | D: 61* | E: -73 | F: -3 | G: 6 | H: 23

> COc1cc(C=NO)nc(-c2ccccn2)c1
  A: x | B: 0 | C: -29 | D: 0.1 | E: 87* | F: x | G: -14 | H: -11

> O=C(Nc1cc2c(oc1=O)CCCC2=O)c1ccccc1
  A: 2 | B: -3 | C: -2 | D: 0.7 | E: -43 | F: 1 | G: 1 | H: 2

> CCOc1ccc(N2C(=O)CN=C2Nc2ccccc2F)cc1
  A: -6 | B: 0 | C: -7 | D: 1.2 | E: 0 | F: -4 | G: -7 | H: 1

Only A3A deaminase, CCR6 antagonist and EBI2 block (3 entries from above):
SMILES	A3A deaminase	CCR6 antagonist	EBI2 block
O=C(COC(=O)c1cc(=O)[nH]c2ccccc12)NC1CCCCC1	3	-9	-13
N#C/C(=C\c1ccc(-c2ccc(Br)cc2)o1)C(=O)NCCc1c[nH]c2ccccc12	1	10	7
CCN(CC)CCn1c2c(c(SCC(=O)Nc3nccs3)nc1=O)CCCC2	-1	0	-8

Next part:
Results follow in this order: A3A deaminase	GRIN3A LBD mod	EBI2 block	MPTP inh	Gli-Sufu block	APOBEC3G inh	CXCR6 block	CCR6 antagonist
Cc1ccc(-c2csc(/C(C#N)=C/Nc3ccccc3SC(F)(F)F)n2)c(C)c1
    0	0	-10	-0.1	-10	-5	-24	6
Cc1cc(C)n2cc(CSc3nnnn3-c3ccccc3)nc2n1
    4	0	-4	-0.1	44	2	11	3
O=C(CSc1nncc2ccccc12)Nc1cccc(C(=O)O)c1
    2	-1	-5	1.1	-7	-2	6	-4
CCOC(=O)c1c(C)[nH]c(C)c1C(=O)CSc1nc(N)cc(N)n1
    -2	-3	-7	-2.2	-30	-3	-6	1
CC(C)(C)OC(=O)N1CCCC(C(=O)Nc2cccc(C(=O)NCCCCc3ccccc3)c2)C1 (centres undefined)
    x	-2	13	2.3	7	x	-10	3
CCOC(=O)c1c(C)[nH]c(C)c1C(=O)CSc1nnc(N)s1
    1	0	2	-1.5	1	-2	-10	9
CC(Oc1ccccc1)C(=O)Nc1nnc(C2CCCCC2)s1 (centres undefined)
    -2	-1	-23	0.1	-18	-5	-7	16
COc1ccc(NC(=O)CSCC(=O)Nc2sccc2C#N)cc1
    -3	2	-6	-0.2	-15	-4	-3	-1
CC(C)Cc1nnc(NC(=O)CN2C(=O)NC3(CC(C)CC(C)(C)C3)C2=O)s1 (centres undefined)
    1	2	11	-2.3	-7	-14	20	28
Cc1ccc(CSCC(=O)N(C)CC(=O)Nc2ccccc2C(F)(F)F)cc1
    -1	0	5	-0.3	-11	-5	-2	9
N#CC1=C(N)SC(C(=O)c2ccccc2)C1c1cccs1 (centres undefined)
    -2	1	-6	1.0	-2	0	3	15
OC(CNC1CCCCCC1)COc1cccc2ccccc12 (centres undefined)
    -1	0	-6	5.3	46	-8	-6	-21
CCOC(=O)c1c(-c2ccc(C)o2)csc1NC(=O)CSc1ncn[nH]1
    8	-1	3	0.0	4	-4	6	-17
CCC(C)(C)n1c(=O)[nH]c2c(c1=O)CCC2
    0	0	2	-0.4	-2	-3	0	2
CCCCNc1c(-c2ccc(OC)c(Sc3ccc(OC)cc3)c2)nc2cnccn12
    -1	-15	6	1.5	4	-5	-10	-2
COc1ccc(/C=C(\C#N)C(=O)Nc2cc(S(=O)(=O)N3CCCCC3)ccc2N2CCCCC2)cc1
    1	1	25	1.1	5	-2	-2	5
CCN(CC)S(=O)(=O)c1ccc(Cl)c(NC(C)=O)c1
    3	0	-4	-0.6	0	1	1	-2
Cc1ccc(S(=O)(=O)NCC(=O)NCC(=O)NC(C)c2ccccc2Br)cc1C (centres undefined)
    -4	1	-17	0.1	-2	-9	-2	6
O=C(/C=C/c1ccccc1)N1CCCN(C(=O)/C=C/c2ccccc2)CC1
    2	-3	79*	0.4	3	-1	-8	-2
Cc1ccc(C)n1-c1ncc(Br)cn1
    1	0	-7	-0.9	-6	-3	-6	-1
COC(=O)c1ccc(Sc2ccccc2NS(=O)(=O)c2ccc(OC)cc2)nc1
    -2	-1	5	1.4	0	-5	4	-2
NS(=O)(=O)c1ccc(CNC(=O)/C=C/c2ccccc2)cc1
    -7	0	6	-3.0	-1	-10	-6	-6

A draw from above in order of heavy-atom count, ascending.
Results follow in this order: A3A deaminase	GRIN3A LBD mod	EBI2 block	MPTP inh	Gli-Sufu block	APOBEC3G inh	CXCR6 block	CCR6 antagonist
Cc1cc(C)n2cc(CSc3nnnn3-c3ccccc3)nc2n1
    4	0	-4	-0.1	44	2	11	3
CCCCNc1c(-c2ccc(OC)c(Sc3ccc(OC)cc3)c2)nc2cnccn12
    -1	-15	6	1.5	4	-5	-10	-2
CC(C)(C)OC(=O)N1CCCC(C(=O)Nc2cccc(C(=O)NCCCCc3ccccc3)c2)C1 (centres undefined)
    x	-2	13	2.3	7	x	-10	3
